NFkB binder: binders of NF-kB p50 subunit, primary screen, biochemical, small molecule microarray, anti-His fluorescence | Nuclear factor NF-kappa-B p105 subunit (Homo sapiens), P19838 | anti-His fluorescence binding | calls only | hit rate 1.3% among 17,000;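 active = spot fluorescence over background significantly raised, with a chance value under 7% in all four replicate spots of the compound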;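 also: probe protein is his-tagged human p50 processed subunit at 1 µg/ml; raw spot fluorescence signals with no normalization applied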
Target sequence (P19838 1-433 limits assumed): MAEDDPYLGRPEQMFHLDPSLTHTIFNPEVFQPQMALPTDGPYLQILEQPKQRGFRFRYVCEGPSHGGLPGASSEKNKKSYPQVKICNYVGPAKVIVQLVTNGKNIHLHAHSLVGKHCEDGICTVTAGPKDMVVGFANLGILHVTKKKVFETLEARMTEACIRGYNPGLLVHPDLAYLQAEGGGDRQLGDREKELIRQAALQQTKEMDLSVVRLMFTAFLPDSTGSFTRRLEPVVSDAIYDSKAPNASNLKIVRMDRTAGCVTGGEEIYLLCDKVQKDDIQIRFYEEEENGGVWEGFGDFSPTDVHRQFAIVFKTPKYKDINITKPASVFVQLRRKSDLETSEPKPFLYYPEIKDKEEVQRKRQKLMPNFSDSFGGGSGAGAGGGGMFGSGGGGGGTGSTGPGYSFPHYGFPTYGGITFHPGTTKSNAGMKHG
Calls only; i = inactive; + = active, no number. Some of the compounds tested, so the mix of outcomes need not match the whole.

canonical_smiles	NFkB binder
CO[C@H]1CC(O[C@@H]2/C(C)=C/C[C@@H]3C[C@@H](C[C@]4(CC[C@H](C)[C@@H](C5CCCCC5)O4)O3)OC(=O)[C@@H]3C=C(C)/C(=N/O)[C@H]4OC/C(=C\C=C\[C@@H]2C)[C@]43O)O[C@@H](C)C1O (stereo not given in full)	i
COc1ccc(S(=O)(=O)N(C)C[C@H]2Oc3c(NS(=O)(=O)c4ccccc4)cccc3C(=O)N([C@@H](C)CO)C[C@@H]2C)cc1	i
O=C[C@@H]1CCCN1C(=O)[C@@H]1CCCN1C(=O)OCc1ccccc1	i
O=C(CSc1nc(O)cc(=O)[nH]1)Nc1ccc(Cl)cc1	i
COc1ccc(CN(C)C[C@@H]2Oc3ccc(NS(=O)(=O)c4ccc(OC)cc4)cc3C(=O)N([C@H](C)CO)C[C@@H]2C)cc1	i
C[C@@H]1CN([C@@H](C)CO)C(=O)c2cccc(NS(=O)(=O)c3ccc(F)cc3)c2O[C@@H]1CN(C)C(=O)NC1CCCCC1	i
CC(C)NC(=O)Nc1ccc2c(c1)C(=O)N([C@@H](C)CO)C[C@@H](C)[C@@H](CN(C)C)OCCCC[C@H](C)O2	i
COc1ccc(S(=O)(=O)Nc2cccc3c2O[C@H](CN(C)Cc2ccc(C(F)(F)F)cc2)[C@@H](C)CN([C@H](C)CO)C3=O)cc1	i
Nc1ncnc2c1c1nc3ccccc3nc1n2Cc1ccccc1	i
C[C@@H]1CCCCO[C@@H](CN(C)Cc2ccncc2)[C@H](C)CN([C@@H](C)CO)C(=O)c2cc(NC(=O)c3ccncc3)ccc2O1	i
C[C@H]1CCCCO[C@@H](CN(C)Cc2ccc(C(=O)O)cc2)[C@@H](C)CN([C@@H](C)CO)C(=O)c2cc(NC(=O)Nc3ccc(C(F)(F)F)cc3)ccc2O1	i
C[C@@H]1CN([C@H](C)CO)C(=O)c2cc(NC(=O)Nc3ccc4c(c3)OCO4)ccc2O[C@H]1CN(C)C(=O)Nc1ccc2c(c1)OCO2	i
CSc1cccc(NC(=O)CN(C)S(=O)(=O)c2ccc3ccccc3c2)c1	i
CCC(=O)c1ccccc1OCCSc1nc(C)cc(=O)[nH]1	i
CC(C)NC(=O)Nc1ccc2c(c1)C(=O)N([C@@H](C)CO)C[C@H](C)[C@H](CN(C)S(=O)(=O)c1ccc(Cl)cc1)OCCCC[C@@H](C)O2	i
Cc1ccc(-c2nn3c(C)nnc3c3ccccc23)cc1S(=O)(=O)NCCN1CCOCC1	i

Exported as labelled records: 4 of the compounds above
CC(C)NC(=O)Nc1ccc2c(c1)C(=O)N([C@@H](C)CO)C[C@H](C)[C@H](CN(C)S(=O)(=O)c1ccc(Cl)cc1)OCCCC[C@@H](C)O2
  NFkB binder: i
C[C@@H]1CN([C@H](C)CO)C(=O)c2cc(NC(=O)Nc3ccc4c(c3)OCO4)ccc2O[C@H]1CN(C)C(=O)Nc1ccc2c(c1)OCO2
  NFkB binder: i
CCC(=O)c1ccccc1OCCSc1nc(C)cc(=O)[nH]1
  NFkB binder: i
Cc1ccc(-c2nn3c(C)nnc3c3ccccc23)cc1S(=O)(=O)NCCN1CCOCC1
  NFkB binder: i

(listing goes on)
canonical_smiles	NFkB binder
CC(C)NC(=O)N(C)C[C@H]1Oc2c(NS(=O)(=O)c3ccccc3)cccc2C(=O)N([C@H](C)CO)C[C@@H]1C	i
Cc1noc(C)c1S(=O)(=O)Nc1ccc2c(c1)CC(=O)N([C@@H](C)CO)C[C@@H](C)[C@@H](CN(C)Cc1ccc(-c3ccccc3)cc1)O2	i
CC1(C)Cc2c(c(N3CCOCC3)nc3sc4c(SCc5nc6ccccc6[nH]5)ncnc4c23)CO1	i
C[C@@H]1CN([C@@H](C)CO)C(=O)c2cc(NS(=O)(=O)c3ccc(Cl)cc3)ccc2O[C@@H](C)CCCCO[C@@H]1CN(C)C	i
C[C@H]1CN([C@@H](C)CO)C(=O)c2cccc(NS(=O)(=O)c3cn(C)cn3)c2O[C@H]1CN(C)C(=O)Nc1cccc2ccccc12	i
COc1ccc(CN(C)C[C@@H]2Oc3ccc(NC(=O)c4ccncc4)cc3C(=O)N([C@H](C)CO)C[C@H]2C)cc1	i
COc1ccc(-c2nnc3c4ccccc4c(C)nn23)cc1S(=O)(=O)NCc1ccccc1	i
Cc1noc(C)c1S(=O)(=O)Nc1ccc2c(c1)C(=O)N([C@@H](C)CO)C[C@@H](C)[C@@H](CN(C)C(=O)CCC(F)(F)F)OCCCC[C@@H](C)O2	i
CC(=O)c1ccc(NC(=O)CSc2nnc3n(C)c(=O)c4c5c(sc4n23)CCCC5)cc1	i
C[C@H]1CN([C@@H](C)CO)C(=O)Cc2cc(NC(=O)CCN3CCOCC3)ccc2O[C@@H]1CN(C)Cc1ccncc1	i
COc1ccc(NC(=O)N(C)C[C@@H]2Oc3c(NS(=O)(=O)c4cccs4)cccc3C(=O)N([C@H](C)CO)C[C@H]2C)cc1	i
O=C1O[C@@H](c2ccccc2)[C@@H](c2ccccc2)N2[C@@H](c3ccc(O)cc3)[C@]3(C(=O)Nc4ccc(C#CC5(O)CCCCCC5)cc43)[C@@H](C(=O)N3CCCCCCC3)[C@H]12	i
C=CCOC(=O)C1=C[C@H](c2cn(C(C)=O)c3ccccc23)C[C@H](OCc2ccc(CO)cc2)O1	i
CC(C)NC(=O)Nc1ccc2c(c1)C(=O)N([C@H](C)CO)C[C@H](C)[C@H](CN(C)Cc1ccncc1)OCCCC[C@H](C)O2	i
C[C@@H]1CCCCO[C@H](CN(C)S(=O)(=O)c2cn(C)cn2)[C@@H](C)CN([C@@H](C)CO)C(=O)c2cc(NS(=O)(=O)c3cn(C)cn3)ccc2O1	i
COc1cc(NC(=O)COC(C)=O)cc(OC)c1OC	i
CNC[C@H]1Oc2ccc(NS(=O)(=O)c3c(C)noc3C)cc2CC(=O)N([C@@H](C)CO)C[C@H]1C	i
COc1ccccc1CN1CCN(Cc2ccc(OC)c(OC)c2OC)CC1	i
C[C@@H]1CN([C@H](C)CO)C(=O)CCCn2nncc2CO[C@@H]1CN(C)Cc1ccc2c(c1)OCCN2C	i
C[C@@H]1CN([C@@H](C)CO)C(=O)c2cccc(NC(=O)C3CCOCC3)c2O[C@@H]1CN(C)C(=O)Nc1ccc(C(F)(F)F)cc1	i
C[C@@H]1CN([C@@H](C)CO)C(=O)c2cc(NC(=O)C3CCCCC3)ccc2O[C@@H](C)CCCCO[C@@H]1CN(C)C(=O)C1CCCCC1	+
Cc1noc(C)c1NC(=O)N(C)C[C@@H]1Oc2ccc(NC(=O)CCC(F)(F)F)cc2CC(=O)N([C@H](C)CO)C[C@@H]1C	i
Nc1cc(N)nc(SCC(=O)Nc2cccc(Cl)c2Cl)n1	i
CCC(CCC(=O)Nc1ccccc1[N+](=O)[O-])C(=O)O (stereo not given)	i
C[C@@H]1CCCCO[C@@H](CN(C)C(=O)Nc2ccc(F)cc2)[C@@H](C)CN([C@@H](C)CO)C(=O)c2cc(NC(=O)CCCN(C)C)ccc2O1	i
O=C(O)C1=C[C@@H](c2ccc(Br)cc2)C[C@@H](OCc2ccc(CO)cc2)O1	i
COc1cc2c(cc1OC)CN(C(=O)[C@@H]1[C@H]3C(=O)O[C@H](c4ccccc4)[C@H](c4ccccc4)N3[C@H](c3ccc(O)cc3)[C@@]13C(=O)Nc1ccc(C#CC4=CCCCC4)cc13)CC2	i
CNC[C@@H]1Oc2ccc(NC(=O)Nc3ccc4c(c3)OCO4)cc2CC(=O)N([C@@H](C)CO)C[C@@H]1C	i
C[C@@H]1CN([C@@H](C)CO)C(=O)Cc2cc(NC(=O)Cc3ccccc3)ccc2O[C@H]1CN(C)S(=O)(=O)c1cn(C)cn1	i
O=C(CSc1nnnn1-c1ccccc1)Nc1cc(Cl)cc(Cl)c1	i
O=C(O)CCC(=O)Nc1ccc(Br)c2cccnc12	i
COc1ccc(CN(C)C[C@H]2OCc3cnnn3CCCC(=O)N([C@H](C)CO)C[C@@H]2C)cc1	i
C[C@H](CO)N1C[C@H](C)[C@@H](CN(C)Cc2ccc(C(=O)O)cc2)Oc2c(NC(=O)c3ccc(-c4nccs4)cc3)cccc2C1=O	i
COc1ccc(CN(C)C[C@H]2Oc3ccc(NC(=O)CCN4CCOCC4)cc3C(=O)N([C@H](C)CO)C[C@@H]2C)cc1	i
COc1ccc(NC(=O)CN(C)S(=O)(=O)c2ccccc2)cc1OC	i
COc1cc(OC)c(C(=O)CCCN2CCCC2)c(OC)c1	i
C[C@@H]1CN([C@H](C)CO)C(=O)Cc2cc(NC(=O)Cc3cn(C)c4ccccc34)ccc2O[C@H]1CN(C)Cc1ccc(C(F)(F)F)cc1	i
O[C@@H](Cc1ccccc1)[C@@H](/C=C/C1CC1)N(CC#Cc1ccccc1)Cc1ccccc1Br	i
CC(C)NC(=O)Nc1ccc2c(c1)C(=O)N([C@@H](C)CO)C[C@H](C)[C@@H](CN(C)CC1CCCCC1)OCCCC[C@@H](C)O2	i
C[C@@H]1CCCCO[C@H](CN(C)S(=O)(=O)c2ccc(F)cc2)[C@H](C)CN([C@@H](C)CO)C(=O)c2cc(NC(=O)Nc3ccccc3)ccc2O1	i
Cc1ccc(N(C(C)C(=O)Nc2ccc(I)cc2)S(C)(=O)=O)cc1 (stereo not given)	i
C[C@@H]1CN([C@@H](C)CO)C(=O)c2cc(NC(=O)Cc3ccccc3)ccc2O[C@@H]1CN(C)C(=O)NC1CCCCC1	i
C[C@@H]1CN([C@H](C)CO)C(=O)c2cccc(NS(=O)(=O)c3cn(C)cn3)c2O[C@@H]1CN(C)S(=O)(=O)c1cn(C)cn1	i
C[C@@H]1CN([C@H](C)CO)C(=O)c2cccc(NS(=O)(=O)c3ccc(F)cc3)c2O[C@H]1CN(C)Cc1ccc(C(=O)O)cc1	i
C[C@@H]1CN([C@@H](C)CO)C(=O)c2cc(NC(=O)Cc3cn(C)c4ccccc34)ccc2O[C@H]1CN(C)C(=O)Nc1ccccc1	i
Cc1cc(C)nc(N(C#N)CC(=O)N2c3ccccc3CCc3ccccc32)n1	i
Cc1noc(C)c1S(=O)(=O)N(C)C[C@H]1Oc2ccc(NC(=O)Nc3ccc(C(F)(F)F)cc3)cc2CC(=O)N([C@@H](C)CO)C[C@H]1C	i
COc1ccc(S(=O)(=O)Nc2ccc3c(c2)C(=O)N([C@H](C)CO)C[C@@H](C)[C@H](CN(C)S(=O)(=O)c2ccccc2)OCCCC[C@H](C)O3)cc1	i
COc1ccc(CN(C)C[C@H]2Oc3c(NC(=O)C4CCOCC4)cccc3C(=O)N([C@H](C)CO)C[C@@H]2C)cc1	i
CC(C)NC(=O)Nc1ccc2c(c1)C(=O)N([C@H](C)CO)C[C@@H](C)[C@H](CN(C)S(=O)(=O)c1ccccc1)OCCCC[C@@H](C)O2	i
CCC(C)[C@@H](CO[C@@H](Cc1ccccc1)C(=O)N[C@@H](CCS(C)(=O)=O)C(=O)OC(C)C)NC[C@@H](N)CS (stereo not given in full)	i
C[C@@H]1CN([C@@H](C)CO)C(=O)c2cc(NC(=O)c3ccncc3)ccc2O[C@@H](C)CCCCO[C@H]1CN(C)C	i
C[C@@H]1CN([C@@H](C)CO)C(=O)c2cc(NS(=O)(=O)c3ccccc3)ccc2O[C@@H](C)CCCCO[C@@H]1CN(C)C(=O)Nc1ccccc1	i
CCn1c(SCC(=O)Nc2ccc(C(C)=O)cc2)nc2nc3c(cc2c1=O)CCCC3	i
CC(C)c1ccccc1OCC(=O)Nc1sc2c(c1C(N)=O)CCCC2	i
COc1ccc(CNC(=O)Nc2ncc([N+](=O)[O-])s2)cc1	i

Next results.
canonical_smiles	NFkB binder
COc1cc2c(cc1OC)CN(C(=O)[C@H]1[C@@H]3C(=O)O[C@@H](c4ccccc4)[C@@H](c4ccccc4)N3[C@@H](c3ccccc3OCCO)[C@]13C(=O)Nc1ccc(C#CCCO)cc13)CC2	i
C[C@@H]1CN([C@@H](C)CO)C(=O)c2cc(N(C)C)ccc2O[C@H]1CN(C)S(=O)(=O)c1cccs1	i
CC(C)NC(=O)Nc1cccc2c1O[C@@H](CN(C)Cc1ccc(C(F)(F)F)cc1)[C@@H](C)CN([C@@H](C)CO)C2=O	i
C[C@H](CO)N1C[C@H](C)[C@@H](CN(C)S(=O)(=O)c2cccs2)OCCCC[C@H](C)Oc2ccc(NS(=O)(=O)c3ccc(F)cc3)cc2C1=O	i
COC1=CC(=O)O/C1=C(/OC)[C@@H]1O[C@H]1c1ccccc1	i
CC(C)NC(=O)Nc1ccc2c(c1)C(=O)N([C@H](C)CO)C[C@H](C)[C@@H](CN(C)Cc1ccccc1)OCCCC[C@@H](C)O2	i
C[C@H]1CN([C@@H](C)CO)C(=O)c2cc(NC(=O)Nc3ccc(F)cc3)ccc2O[C@@H]1CN(C)CC1CCCCC1	i
COc1ccc(C(NC(C)=O)c2ccc3cccnc3c2O)cc1OC (stereo not given)	i
Cn1c(=O)c2c(nc(SCc3nn[nH]n3)n2Cc2ccccc2)n(C)c1=O	i
COc1ccc(OC)c(NC(=O)COc2ccc3c4c(c(=O)oc3c2)CCC4)c1	i
C=CC1c2ccccc2/C=C(C(=O)OC)\C(C(=O)OC)=C/N1Cc1ccc(OC)cc1 (stereo not given)	i
C[C@@H]1CN([C@@H](C)CO)C(=O)Cc2cc(NS(=O)(=O)c3cccs3)ccc2O[C@@H]1CN(C)C(=O)Nc1ccc2c(c1)OCO2	i
CC1OC(=O)CC2C(C(=O)O)=CC3CC(C)(C)CC312 (stereo not given)	i
C[C@H]1CN([C@@H](C)CO)C(=O)Cc2cc(NC(=O)c3ccncc3)ccc2O[C@H]1CN(C)S(=O)(=O)c1ccccc1	i

Screens as filed in PubChem BioAssay.
